# High-throughput results: PubChem BioAssay, Broad Institute
# ERp5 inh: blocks human ERp5 reductase activity on insulin | Q15084 | ERp5 insulin aggregation, absorbance 650 nm, 90 min | inhibition, % at 9.99 µM | 0.05% of 350,000 active | AID 651711;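 active = mean replicate inhibition above about 25%, with every replicate also reaching it, limit read from the data, passing the limit was not always enough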
# S100A4 inh HTS: blocks human S100A4 binding to myosin IIA peptide; AID 652163; 0.14% of 360,000 active; inhibition, % at 10.7 µM; S100A4/TAMRA-MyoIIA peptide fluorescence polarization;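 active = mean inhibition of at least 70% across replicates, with every replicate also reaching that level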
#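 Material: S100A4 monomer protein | Medium: HEPES pH 7.2 with CaCl2, KCl, NaCl, DTT, Triton | Reagent: Labelled myosin peptide probe, 5 nM | Doses: One dose per compound | Times: 5 min incubation before reading | Benchmarks: Neutral control DMSO, positive control TFP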
# E-selectin induc: induces E-selectin expression in human endothelial cells; P16581; HUVEC E-selectin immunofluorescence imaging; normalized: neutral wells 0, TNF-alpha wells 100; activation, % at 7.58 µM; 0.37% of 260,000 active; AID 686992;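 active = mean E-selectin-positive cell signal at least 10% of the positive control, reached in at least 60% of replicates, without over 20% cell loss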;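 note: in these data hits start at about 27%; measured in HUVEC primary endothelial cells; signal is the percent of cells scored E-selectin positive by PE staining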
# Target sequence (P16581 whole entry, looked up): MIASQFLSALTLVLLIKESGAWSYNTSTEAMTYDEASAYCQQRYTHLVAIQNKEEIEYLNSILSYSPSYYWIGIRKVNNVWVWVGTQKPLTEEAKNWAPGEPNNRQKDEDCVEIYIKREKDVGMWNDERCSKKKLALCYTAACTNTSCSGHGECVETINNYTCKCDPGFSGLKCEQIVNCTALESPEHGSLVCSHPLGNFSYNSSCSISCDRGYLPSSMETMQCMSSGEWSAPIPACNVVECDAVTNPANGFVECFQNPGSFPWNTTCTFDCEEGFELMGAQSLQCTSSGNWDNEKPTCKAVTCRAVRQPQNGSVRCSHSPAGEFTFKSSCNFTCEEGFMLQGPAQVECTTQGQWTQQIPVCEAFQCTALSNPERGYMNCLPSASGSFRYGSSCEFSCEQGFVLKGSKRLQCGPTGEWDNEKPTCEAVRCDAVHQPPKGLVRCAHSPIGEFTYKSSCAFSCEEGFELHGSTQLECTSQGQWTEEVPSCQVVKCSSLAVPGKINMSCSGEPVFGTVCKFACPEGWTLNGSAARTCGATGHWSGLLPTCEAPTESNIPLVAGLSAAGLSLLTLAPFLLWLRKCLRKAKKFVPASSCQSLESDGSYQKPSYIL
#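 System: HUVEC / Compound: single concentration / Signal: immunofluorescence imaging / Read-out: percent E-selectin-positive cells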
# XiGFP reactiv: X-chromosome reactivation activator; activation, % at 7.58 µM; 0.055% of 360,000 active; XiGFP mouse fibroblasts, % GFP-positive cells imaging, 3 d; cells co-treated with 5-aza-dC sensitizer; scaled so ellipticine positive control = 100%;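 active = mean normalized replicate activation at least 10% and every replicate at or above 10%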;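 note: 0% = median of on-plate neutral control wells and 100% = ellipticine 6 µM median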
#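 Assay system – SV40-immortalized XiGFP fibroblast cells, line 68-5-11 · Buffer or medium – DMEM supplemented with 5-aza-dC as sensitizing agent · Dosing – one concentration, pinned · Benchmarks – positive control ellipticine, 6 µM final · Times – 3 days compound exposure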
# RAD52 anneal inh: inhibitors of human RAD52 DNA annealing. P43351. recombinant RAD52 DNA annealing, FRET fluorescence. inhibition, % at 18.7 µM. 0.46% of 360,000 active. AID 651710;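 active = every replicate showing at least 50% inhibition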
# Target sequence (P43351 whole entry, looked up): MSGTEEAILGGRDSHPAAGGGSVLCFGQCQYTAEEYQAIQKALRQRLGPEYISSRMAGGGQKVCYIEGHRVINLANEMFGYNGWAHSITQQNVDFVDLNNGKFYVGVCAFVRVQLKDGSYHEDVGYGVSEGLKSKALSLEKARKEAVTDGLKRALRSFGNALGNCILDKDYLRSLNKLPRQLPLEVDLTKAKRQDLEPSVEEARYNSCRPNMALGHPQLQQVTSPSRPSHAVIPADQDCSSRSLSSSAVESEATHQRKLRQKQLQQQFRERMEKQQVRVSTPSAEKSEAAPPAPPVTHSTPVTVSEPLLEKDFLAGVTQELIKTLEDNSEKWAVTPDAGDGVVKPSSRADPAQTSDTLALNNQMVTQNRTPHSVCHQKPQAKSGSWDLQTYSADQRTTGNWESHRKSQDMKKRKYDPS
# RAD54 branch: blocks human RAD54 Holliday junction branch migration; Q92698; FAM/BHQ fluorescence; inhibition, % at 10.4 µM; 0.14% of 360,000 active;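 active = mean normalized replicate activity at least 40 and at least half of replicates scoring 40 or more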;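 note: 0% = median of neutral control wells and 100% = median of positive control wells; inhibitors cause a drop in the FAM fluorescence signal; in these data hits start at about 50%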
# esBAF inh: blocks esBAF chromatin remodeling in mouse ES cells; Bmi1-luciferase knock-in reporter, 24 h; 100% = twice the neutral-well signal; reporter increase, % at 12.5 µM; 2% of 350,000 active; AID 602393; in the data active = activation above about 40%;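 note: 0% = median of the plate's neutral control wells and 100% = double that signal; a rise in the Bmi1 reporter signal indicates esBAF inhibition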
# ERAP1 inh: ERAP1 (human) enzyme inhibition; recombinant ERAP1, Leu-AMC fluorescence, 60 min; AID 652197; Q9NZ08; 0.15% of 340,000 active; inhibition, % at 10.7 µM;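 active = mean replicate inhibition of at least 30%, or all replicates individually reaching that 30% level; inactive = mean below 30% and not every replicate reaching it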;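 note: 0% = neutral control wells and 100% = L-leucinethiol positive control wells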
# An asterisk follows results filed as active; · = not tested or not shown; & = joins results of further samples.
SMILES,ERp5 inh,S100A4 inh HTS,E-selectin induc,XiGFP reactiv,RAD52 anneal inh,RAD54 branch,esBAF inh,ERAP1 inh
O=C(C1CCCN(c2ncnc3c2nc2n3CCCCC2)C1)N1CCN(c2ccc(F)cc2)CC1 (configuration not stated),3,-1,·,0.0,1,-2,-4,4
CC(C)NC(=O)N(C)C[C@@H]1Oc2ccc(NC(=O)C3CC3)cc2CC(=O)N([C@@H](C)CO)C[C@H]1C,-1,1,·,-1.1,12,11,-3,-2
C[C@@H]1CCCCO[C@H](CN(C)Cc2ccc3c(c2)OCO3)[C@H](C)CN([C@H](C)CO)C(=O)c2cc(NS(=O)(=O)c3ccc(Cl)cc3)ccc2O1,5&-5,-9&1,·,0.3,41&33,0&-2,-7&5,-1&0
C/C=C/c1ccc(C2[C@@H]3CN(C(=O)Nc4ccc(F)cc4)C[C@H]2N3)cc1 (some centres not stated),8&-1,-16&55,0.2&0.0,0.0&0.0,28&41,·,·,1&0
C[C@@H]1CN([C@@H](C)CO)C(=O)c2cc(Br)cnc2O[C@H]1CN(C)Cc1ccc2c(c1)OCO2,0,1,0.2,0.2,3,-6,-2,0
CCCS(=O)(=O)c1c(S(=O)(=O)CCC)c2c(N)cccn2c1C(=O)c1ccc(OC)cc1,0,6,·,0.3,-9,·,·,9
S=c1[nH]ncn1/N=C/c1cccs1,2,-5,4.9,0.1,-6,-10,2,8
[N-]=[N+]=Nc1ccccc1C[C@]1(C(=O)N2CCCCC2)N=C(c2ccc(OCCCO)cc2)O[C@H]1c1ccccc1,2,3,·,·,-7,-3,·,2
Cn1c(=O)[nH]c(=O)c2c1nc(Br)n2CC(O)COc1ccc(Cl)cc1 (configuration not stated),-1,1,-0.2,0.3,-8,1,-4,0
C[C@H](CO)N1C[C@H](C)[C@H](CN(C)S(=O)(=O)c2ccccc2)Oc2ccc(NC(=O)Cc3ccccc3)cc2CC1=O,11,-1,-0.4,0.0,-9,2,0,2
C[C@H]1CN([C@@H](C)CO)C(=O)c2cc(NC(=O)C3CC3)ccc2O[C@H]1CN(C)C(=O)Nc1ccc2c(c1)OCO2,-1,41,0.5,0.1,6,2,4,-1
Cc1ccc(S(=O)(=O)N2CCCCC2)cc1NC(=O)C1CC(=O)N(c2ccc3c(c2)OCCO3)C1 (configuration not stated),5,-5,3.9,0.0,-27,·,·,-1
CC(=O)NC(=S)Nc1ccc(S(=O)(=O)Nc2nc(C)cc(C)n2)cc1,-53,1,-0.8,0.0,-8,·,·,-6
Cc1ccccc1S(=O)(=O)N1C[C@H](O)COC[C@@H]2O[C@H](CC(=O)NCc3ccccc3Cl)CC[C@H]21,·,·,0.0,0.1,·,-3,1,·
CSc1ccc(OC2(C)CCN(Cc3ccc(-c4ccccn4)cc3)C2)cc1 (configuration not stated),-1,-5,-0.1,0.0,-9,-1,2,-3
O=C(NNC1=NS(=O)(=O)c2ccccc21)C1CC(=O)N(c2ccccc2)C1 (configuration not stated),-3,1,·,-0.1,-8,·,·,1
COCCOC(=O)N1C(=O)[C@@]2(c3cc(C#CCCO)ccc31)[C@H](C(=O)NC[C@H](O)c1ccccc1)[C@H]1C(=O)O[C@H](c3ccccc3)[C@H](c3ccccc3)N1[C@@H]2c1ccc(O)cc1,1,-8,·,·,14,-5,·,-1
O=C(C[C@@H]1C[C@H]2c3cc(NC(=O)C4CCC4)ccc3O[C@H]2[C@H](CO)O1)NCc1ccncc1,-4,-4,-0.4,-0.1,3,-7,-2,0
Cc1cccc(NC(=O)CNC(=O)c2ccccc2Cl)n1,-1,99*,·,0.5,-16,9,12,2
CCc1c(C)sc(NC(=S)Nc2cccnc2)c1C(=O)OC,1,-3,0.3,0.0,-4,·,·,-2
CN1CCC(=O)N([C@H](CO)c2ccccc2)CC1,-2,-1,·,0.0,6,0,27,1
COc1ccc(/C=N/n2cnc3c([nH]c4ccccc43)c2=O)cc1CO,-2,-4,2.1,0.0,-3,·,13,·
O=C(c1cc(-c2ccncc2)nc2ccccc12)N1CCN(Cc2ccccc2)CC1,-6,-13,-0.1,0.0,-15,1,12,-3
CCCNC(=O)N(C)C[C@H]1Oc2ncc(-c3ccncc3)cc2C(=O)N([C@H](C)CO)C[C@H]1C,-1,-12,0.5,-1.2,11,-3,0,2
CCN(CC)C(=O)COc1ccc(-c2nnc(Nc3ccc(OC)c(C(=O)NC)c3)c3ccccc23)cc1,·,-1,·,0.0,-6,·,·,3
CC(C)NC(=O)N(C)C[C@@H]1Oc2ncc(C#CCc3ccccc3)cc2C(=O)N([C@@H](C)CO)C[C@H]1C,3,25,-0.5,-1.1,8,4,1,6
Cc1ccc(C(=O)CSc2ccc(-c3ccccc3)nn2)cc1,1,-1,·,0.9,-27,-7,·,-2
Oc1ccc(/C=N/N2CCCCC2)cc1O,-2,-1,-0.1,0.0,-10,4,-8,0
COc1ccc(Cn2c(C(F)(F)F)ccc(C(N)=O)c2=O)cc1,2,-4,-1.9,0.2,-5,·,·,1
CC1(C)Cc2c(cnn2-c2cccc(F)c2)C(NC(=O)c2cc[n+]([O-])cc2)C1 (configuration not stated),1,-4,-0.1,-0.1,-9,-1,-5,1
COc1ccc(C2CCCCCN2C(=O)C2CCN(S(=O)(=O)c3cccc(C(C)=O)c3)CC2)cc1 (configuration not stated),1,-5,3.6,0.1,-5,4,3,-1
COc1ccc(CN(C)C[C@@H]2Oc3ccc(NS(=O)(=O)c4cccs4)cc3C(=O)N([C@@H](C)CO)C[C@H]2C)cc1,-11,-20,-9.4,-1.3,12,-3,-1,3
CCOc1ccc(OCc2ccc(C(=O)N3N=C(C(F)F)CC3(O)C(F)F)o2)cc1 (configuration not stated),2,3,·,·,-15,7,-1,1
C=CCN=C1NC(c2ccccc2)C(C(=O)OC)=C(C)N1Cc1cccc(C(F)(F)F)c1 (configuration not stated),1,0,0.8,0.3,-28,·,·,-2
CO[C@H]1CN(C)C(=O)c2cc(NC(=O)c3ccc(F)cc3)ccc2OC[C@@H](C)N(Cc2cocn2)C[C@@H]1C,·,·,0.0,0.0,·,-9,-3,·
CCN(CC)CCN(C(=O)c1ccc(S(=O)(=O)N2CCOCC2)cc1)c1nc2cc3c(cc2s1)OCCO3,-3,-3,0.8,0.0,14,3,1,1
CCC(=O)c1ccc(OCC(=O)OCC(=O)Nc2ccc(C)c(S(=O)(=O)N3CCCCC3)c2)cc1,8,5,5.9,0.1,-112,-7,4,-1
O=C(COc1ccccc1F)NNC(=O)Cc1ccc(S(=O)(=O)N2CCOCC2)s1,1,-4,·,0.0,-58,-3,4,-4
CNC[C@@H]1Oc2c(NC(=O)Nc3c(C)noc3C)cccc2C(=O)N([C@H](C)CO)C[C@@H]1C,-1,-1,0.1,-0.2,-9,-14,1,3
CCOC(=O)C1CCCN(C(=S)NC(=O)/C=C/c2ccc(F)cc2)C1 (configuration not stated),-1,-6,·,0.0,-6,7,-6,-6
COc1cc(C(=O)NCc2ccc(S(N)(=O)=O)cc2)ccc1OCC(=O)N1CCOCC1,11,-1,·,0.4,-13,-3,-4,2
COc1ccc(NC(=S)NCCN2CCC(C)CC2)cc1,1,-8,·,0.0,-12,·,·,0
CC(C)(C)OC(=O)C[C@H]1C/C=C\C[C@H](CC(=O)N(CCO)Cc2ccccc2)C(=O)N[C@@H](Cc2ccccc2)COC1=O,7,-5,0.0,0.1,-12,8,-7,1
CCN1/C(=C/C=C/C=C/C=C/c2sc3ccccc3[n+]2CC)Sc2ccccc21,0,-71,5.0,0.2,-23,-2,-38,31*
CCC(=O)NC[C@H]1[C@@H](c2ccc(-c3ccc(OC)cc3)cc2)[C@@H](CO)N1C(C)=O,3,0,0.3,0.4,-5,·,·,1
CCN1CCN(S(=O)(=O)c2ccc(-c3cc(C)no3)s2)CC1,-2,-11,3.4,0.1,-9,-8,2,3
COc1cccc(/C=C/C(=O)OCC(=O)NCCCc2ccccc2)c1OC,7,-3,0.0,0.2,-8,0,-4,-6
COc1cccc(-c2ccc3n(c2=O)C[C@@H]2[C@@H](CO)[C@H](C(=O)NCC4CC4)N(C)[C@H]32)c1,14,-2,0.0,-0.1,2,-1,0,-2

# Copied from the list.
# E-selectin induc, COc1cccc(-c2ccc3n(c2=O)C[C@@H]2[C@@H](CO)[C@H](C(=O)NCC4CC4)N(C)[C@H]32)c1 stands at 0.0
# ERp5 inh, COc1cccc(/C=C/C(=O)OCC(=O)NCCCc2ccccc2)c1OC stands at 7
# ERAP1 inh, CC(C)(C)OC(=O)C[C@H]1C/C=C\C[C@H](CC(=O)N(CCO)Cc2ccccc2)C(=O)N[C@@H](Cc2ccccc2)COC1=O stands at 1

# (listing goes on)
SMILES,ERp5 inh,S100A4 inh HTS,E-selectin induc,XiGFP reactiv,RAD52 anneal inh,RAD54 branch,esBAF inh,ERAP1 inh
OC[C@@H]1[C@@H](c2ccc(-c3cccnc3)cc2)[C@@H]2CN(CC3CCOCC3)CCCCN12,2,-11,·,·,36,3,·,-2
N#Cc1c(N)n(-c2ccccc2)c(=O)c2cc([N+](=O)[O-])ccc12,-1,-1,·,0.6,-42,-3,-8,6
CC(=O)c1ccc(S(=O)(=O)N2CCNCC2)cc1,1,-4,-0.6,1.1,-2,3,-6,1
O=C(Nc1cccc(C(F)(F)F)c1)c1cc(Br)cc2c1OCC2,8,4,·,0.3,-8,·,·,-3
O=C(CCC(=O)OCc1ccc([N+](=O)[O-])cc1Cl)Nc1ccccc1,-3,-2,-0.1,-0.1,-9,-3,1,-6
O=C(CS(=O)(=O)c1ccccc1)Nc1nc2ccccc2s1,5,0,-1.7,0.3,-25,11,41*,·
O=C(CNC(=O)OCc1ccccc1)NC1(C(=O)O)CCCC1,1,-6,·,0.0,1,15,·,1
COc1cccc(-c2ccc3c(c2)[C@@H]2[C@@H](CCN2C(=O)CN2CCOCC2)[C@H](CO)N3)c1,-1,13,0.0,0.4,2,2,-4,-3
Cc1ccccc1S(=O)(=O)NCC[C@@H]1CC[C@H](NC(=O)C2CC2)[C@@H](CO)O1,1,-6,-0.3,-0.2,-1,-1,-5,1
Cc1ccc(NC(=O)CSc2nc3ccccc3c(=O)n2CCCC(=O)NCC2CCCO2)cc1 (configuration not stated),0,2,1.8,0.1,-2,-12,3,2
CN1C(=O)c2cc(NC(=O)c3ccno3)ccc2OC[C@H]2O[C@@H](CC(=O)NC3Cc4ccccc4C3)CC[C@@H]21,2,0,0.1,0.1,1,1,-4,-4
COc1cccc(-c2nn(C)c3sc(C(=O)N4CCOCC4)cc23)c1,1,0,-0.9,-0.1,-14,7,-5,2
COc1cc(/C=N/NC(=O)c2ccc(CN(C)S(=O)(=O)c3ccc(C)cc3)cc2)ccc1O,5,3,·,0.0,-1,·,·,-2
COc1ccc(SSc2ccc(OC)cc2C(=O)O)c(C(=O)O)c1,-8,-2,0.1,0.0,-26,·,·,-21
Cc1ccc(S(=O)(=O)N(CCCO)Cc2cc3c(C)ccc(C)c3[nH]c2=O)cc1,1,-3,·,·,1,4,-9,3

# Record cards (already shown). Values in the order: ERp5 inh | S100A4 inh HTS | E-selectin induc | XiGFP reactiv | RAD52 anneal inh | RAD54 branch | esBAF inh | ERAP1 inh
# N#Cc1c(N)n(-c2ccccc2)c(=O)c2cc([N+](=O)[O-])ccc12 in the list: -1 | -1 | · | 0.6 | -42 | -3 | -8 | 6
# CN1C(=O)c2cc(NC(=O)c3ccno3)ccc2OC[C@H]2O[C@@H](CC(=O)NC3Cc4ccccc4C3)CC[C@@H]21 in the list: 2 | 0 | 0.1 | 0.1 | 1 | 1 | -4 | -4
